Assay outcomes deposited in PubChem by Broad Institute.
ERAP1 HTS inh = human ERAP1 aminopeptidase inhibitors, primary screen, biochemical, single point, plate reader; Endoplasmic reticulum aminopeptidase 1 (Homo sapiens), Q9NZ08; recombinant ERAP1, Leu-AMC fluorescence, 60 min; inhibition, % at 10.7 µM; actives 0.15% (n = 340,000); AID 652197, 2013;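 active = mean replicate inhibition of at least 30%, or all replicates individually reaching that 30% level; inactive = mean below 30% and not every replicate reaching it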;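 also: 0% = neutral control wells and 100% = L-leucinethiol positive control wells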
Target sequence (Q9NZ08 whole entry, looked up): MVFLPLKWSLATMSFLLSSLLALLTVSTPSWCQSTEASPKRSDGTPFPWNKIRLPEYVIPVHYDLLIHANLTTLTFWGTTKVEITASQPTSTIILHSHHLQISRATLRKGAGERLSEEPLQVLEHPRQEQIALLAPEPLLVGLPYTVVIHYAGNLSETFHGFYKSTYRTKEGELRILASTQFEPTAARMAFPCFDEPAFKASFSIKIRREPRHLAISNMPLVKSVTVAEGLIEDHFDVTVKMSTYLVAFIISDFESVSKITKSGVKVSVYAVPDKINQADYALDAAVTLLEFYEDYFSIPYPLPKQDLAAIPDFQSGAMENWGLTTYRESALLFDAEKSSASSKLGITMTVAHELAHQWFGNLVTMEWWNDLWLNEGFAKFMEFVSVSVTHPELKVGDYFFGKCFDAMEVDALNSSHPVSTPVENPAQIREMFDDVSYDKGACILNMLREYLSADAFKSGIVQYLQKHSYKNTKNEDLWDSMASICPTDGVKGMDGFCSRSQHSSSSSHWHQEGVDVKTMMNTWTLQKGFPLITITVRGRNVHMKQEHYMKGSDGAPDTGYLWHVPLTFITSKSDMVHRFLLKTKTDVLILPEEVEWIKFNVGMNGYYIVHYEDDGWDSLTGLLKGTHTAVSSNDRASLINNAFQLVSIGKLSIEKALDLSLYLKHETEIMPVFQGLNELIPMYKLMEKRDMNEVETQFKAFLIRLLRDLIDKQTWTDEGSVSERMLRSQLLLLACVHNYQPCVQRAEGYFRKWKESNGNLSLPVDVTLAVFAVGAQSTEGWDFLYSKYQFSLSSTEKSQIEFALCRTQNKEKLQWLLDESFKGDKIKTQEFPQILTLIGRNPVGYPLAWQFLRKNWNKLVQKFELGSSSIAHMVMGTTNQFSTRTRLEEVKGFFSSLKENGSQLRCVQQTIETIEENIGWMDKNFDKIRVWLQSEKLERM
SIRT5 inh = SIRT5 desuccinylase inhibitors, primary screen, biochemical, fluorescence imaging, single point, set 5 | NAD-dependent protein deacylase sirtuin-5, mitochondrial (Homo sapiens), Q9NXA8 | Purified SirT5, succinyl-peptide AMC, trypsin-coupled fluorescence | inhibition, % at 15 µM | actives 1.1% (n = 330,000) | AID 652115, 2013; in the data active = inhibition above about 15%
Xi reactivation = activators of inactive X chromosome reactivation, primary screen, imaging, XiGFP fibroblasts, GFP high-content imaging, set 2 | XiGFP mouse fibroblasts, % GFP-positive cells imaging, 3 d; cells co-treated with 5-aza-dC sensitizer; scaled so ellipticine positive control = 100% | activation, % at 7.58 µM | actives 0.055% (n = 360,000) | AID 743238, 2013;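 active = mean normalized replicate activation at least 10% and every replicate at or above 10%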;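 also: 0% = median of on-plate neutral control wells and 100% = ellipticine 6 µM median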
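System: SV40-immortalized XiGFP fibroblast cells, line 68-5-11 / Incubation: 3-day compound exposure, then 15 min fixation at room temperature / Compound: single concentration per compound, delivered by pin transfer / Buffer or medium: DMEM plus 5-aza-dC sensitizer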
LGR2 inh = inhibitors of bursicon-induced LGR2 CRE-luciferase signal, primary screen, cell-based, HEK293, CRE-luciferase reporter, bursicon stimulation | bursicon-stimulated, 4 h | inhibition, % at 9.99 µM | actives 0.35% (n = 380,000);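 active = drop in luminescence signal, shown as inhibition above about 50% in the replicate tests, limit read from the data, passing the limit was not always enough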;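 also: agonist challenge used bursicon conditioned medium at about half maximal strength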
Cneo AK release = Cryptococcus neoformans cell lysis inducers, primary screen, AK release luminescence, single concentration; C. neoformans lysis, adenylate kinase release luminescence, 4 h; normalised: neutral wells 0, clomiphene wells 100; lysis activity, % at 15 µM; actives 0.2% (n = 360,000);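 active = mean lysis activity across replicates of at least 80%, whatever share of replicates individually reach that level; inactive = mean lysis activity below 80%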
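Material: C. neoformans cells | Amount: Yeast cell density of 5 × 10^6 cells/mL | Medium: Fresh YPD growth medium | Dosing: Single dose | Times: Static 4 h at 37 °C with compound, 1 h detection | Detection: AK luminescence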
PGC1a acetyl inh = inhibitors of PGC1a acetylation signal, primary screen, cell-based, U2OS, AlphaScreen, inhibitor mode; AlphaScreen anti-acetyl-lysine; with virally co-expressed GCN5 acetyltransferase; inhibition, % at 15.6 µM; actives 0.17% (n = 350,000); AID 651687, 2012;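 active = every replicate shows inhibition of at least 40%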;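 also: 0% = neutral control wells and 100% = positive control wells; some results beyond the cut were filed as inactive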
S100A4 MyoIIA = inhibitors of S100A4-myosin IIA peptide binding, primary screen, biochemical, fluorescence polarization, TAMRA-MyoIIA peptide; Protein S100-A4 (Homo sapiens), P26447; inhibition, % at 10.7 µM; actives 0.14% (n = 360,000);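 active = mean inhibition of at least 70% across replicates, with every replicate also reaching that level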
Target sequence (P26447 whole entry, looked up): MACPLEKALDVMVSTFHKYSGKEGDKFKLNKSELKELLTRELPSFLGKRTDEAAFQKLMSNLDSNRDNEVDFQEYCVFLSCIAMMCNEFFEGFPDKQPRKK
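incubation = readout 5 min after mixing, signal stable up to 60 min | system = S100A4 monomer protein | buffer or medium = HEPES pH 7.2 with CaCl2, KCl, NaCl, DTT, Triton | benchmarks = neutral control DMSO, positive control TFP | also added = fluorescent myosin IIA peptide, 5 nM | compound dosing = one concentration per compound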
Statin myotox sup = suppressors of statin myotoxicity in C2C12 myotubes, primary screen, cell-based, single point, plate reader | C2C12 myotubes + simvastatin, ATP luminescence, 48 h; scaled: DMSO 0, geranylgeraniol control 100 | rescue of ATP level, % at 7.49 µM | actives 0.78% (n = 330,000);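 active = mean ATP rescue above about 67%, or every replicate alone reaching that limit, limit read from the data, passing the limit was not always enough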;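 also: myotubes were challenged with 10 µM simvastatin during compound exposure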
Numbers without * were called inactive; nt = no result given; & = joins results of further samples. The list is partial (hit frequency here may not be typical).

SMILES	ERAP1 HTS inh	SIRT5 inh	Xi reactivation	LGR2 inh	Cneo AK release	PGC1a acetyl inh	S100A4 MyoIIA	Statin myotox sup
Cc1ccc(S(=O)(=O)N(C)C[C@H]2Oc3ccc(NS(=O)(=O)c4cccs4)cc3CC(=O)N([C@@H](C)CO)C[C@H]2C)cc1	-1	3	-1.0	-11	-5	8	0	4
CC(C)C#Cc1ccc2c(c1)O[C@@H](CN(C)C(=O)c1ccncc1)[C@H](C)CN([C@H](C)CO)S2(=O)=O	-4	1	0.5	-12	-4	2	6	-5
O=C(CCn1nc(-c2ccc(Cl)cc2)ccc1=O)N1CCN(c2ccc(F)cc2)CC1	3	0	0.0	4	-1	3	-3	8
O=C(O)CNS(=O)(=O)c1ccc2c(c1)Cc1cc(S(=O)(=O)NCC(=O)O)ccc1-2	-2	-3	0.2	-5	-1	nt	-1	5
COCc1cc(C)nc2sc(C(=O)NCCO)c(-n3cccc3)c12	2	1	-0.1	-18	nt	nt	-1	nt
CC(C)NC(=O)N(C)C[C@@H]1Oc2c(NS(=O)(=O)c3ccccc3)cccc2C(=O)N([C@H](C)CO)C[C@H]1C	1	-2	-0.2	-11	1	-4	5	-5
CN(C)CC#Cc1cccc(-c2nc(C(=O)N[C@@H]3CCN(Cc4ccccc4)C3)cc3c2[C@H](CCO)N(S(=O)C(C)(C)C)C3)c1 (some centres not stated)	1	1	nt	nt	nt	-20	-56	nt
CCc1cccc2c1NC(=O)C2(O)N1CCCC(C)C1 (configuration not stated)	1	-1	0.0	-4	1	-2	1	-1
O=C(COc1ccc(S(=O)(=O)N2CCOCC2)cc1)Nc1ccc2c(c1)OCCO2	2	2	nt	6	-3	1	-6	29
COc1ccccc1-c1ccc([C@@H]2[C@H](CO)N3CCCCN(C(=O)c4cccnc4)C[C@@H]23)cc1	0	3	0.0	-17	3	4	3	23
COC(=O)c1cc(NC(=S)N2CCN(C(=O)C3CCCO3)CC2)cc(C(=O)OC)c1 (configuration not stated)	3	-1	0.1	-7	0	10	-2	-11
CCCNC(=O)N(C)C[C@@H]1Oc2ncc(C#CC3(O)CCCC3)cc2C(=O)N([C@@H](C)CO)C[C@H]1C	1	0	0.0	8	-6	-4	12	3
C=CCNC(=O)c1ccc(CSc2nc3ccccc3s2)cc1	1	1	0.0	-47	0	-6	-6	nt
CO[C@@H]1CN(C)C(=O)c2cc(NC(=O)C3CCC3)ccc2OC[C@H](C)N(C)C[C@H]1C	nt	0	0.5	-11	-3	6	0	-2
O=C1c2ccccc2C(=O)N1CCc1c[nH]c2ccccc12	-2	-4	0.2	-67	nt	-1	-1	nt
O=C(NCC(c1ccc(F)cc1)N1CCOCC1)c1c(F)cccc1F (configuration not stated)	-3	-2	0.0	-4	-2	-7	0	7
CCOc1ccccc1NC(=O)c1oc2ccccc2c1NC(=O)C1CC1	-6	-1	-0.1	-8	-2	-1	-8	nt
O=C(Nc1cccc(F)c1)N1C[C@@H]2N[C@H](C1)C2c1ccc(-c2cccnc2)cc1 (some centres not stated)	2&3	-1&-2	0.1&0.0	-9&41	nt	-2&-2	-17&-8	nt
COC(=O)C[C@@H]1C[C@H]2c3cc(NS(=O)(=O)c4cccc(OC)c4)ccc3O[C@H]2[C@@H](CO)O1	0	-7	0.0	-32	-2	-7	8	-5
Cc1cc(Oc2cc(NN3CCCCC3)c([N+](=O)[O-])cc2[N+](=O)[O-])c(C(=O)c2ccccc2)cc1Cl	-5	-2	0.0	11	-1	-2	-10	-8
CCCNC(=O)[C@@H]1[C@@H](CO)[C@@H]2Cn3c(cccc3=O)[C@@H]2N1C(=O)C1CCC1	3	7	0.0	-29	-1	nt	106*	6
CC1CCN(C(=O)COC(=O)CCCN2C(=O)c3cccc4cccc(c34)C2=O)CC1	3	-3	0.1	15	1	8	1	-1
CCCNC(=O)N[C@@H]1CC[C@H](CCn2cc(C3CCCCC3)nn2)O[C@H]1CO	2	0	0.7	13	-1	-3	-1	0
COC(=O)CNC(=O)CCC(=O)N1CCN(C(c2ccccc2)c2ccccc2)CC1	1	6	-0.1	0	1	-2	3	24
O=C(COc1cccnc1[N+](=O)[O-])Nc1ccc(Cl)c(S(=O)(=O)N2CCOCC2)c1	1	2	0.3	1	-9	-9	6	-6

Entries of single compounds from above. Screens in order: ERAP1 HTS inh	SIRT5 inh	Xi reactivation	LGR2 inh	Cneo AK release	PGC1a acetyl inh	S100A4 MyoIIA	Statin myotox sup
COC(=O)CNC(=O)CCC(=O)N1CCN(C(c2ccccc2)c2ccccc2)CC1 reads 1	6	-0.1	0	1	-2	3	24
O=C(CCn1nc(-c2ccc(Cl)cc2)ccc1=O)N1CCN(c2ccc(F)cc2)CC1 reads 3	0	0.0	4	-1	3	-3	8
CCc1cccc2c1NC(=O)C2(O)N1CCCC(C)C1 (configuration not stated) reads 1	-1	0.0	-4	1	-2	1	-1
COCc1cc(C)nc2sc(C(=O)NCCO)c(-n3cccc3)c12 reads 2	1	-0.1	-18	nt	nt	-1	nt

Structural class, those above containing a nitro group on carbon
SMILES	ERAP1 HTS inh	SIRT5 inh	Xi reactivation	LGR2 inh	Cneo AK release	PGC1a acetyl inh	S100A4 MyoIIA	Statin myotox sup
Cc1cc(Oc2cc(NN3CCCCC3)c([N+](=O)[O-])cc2[N+](=O)[O-])c(C(=O)c2ccccc2)cc1Cl	-5	-2	0.0	11	-1	-2	-10	-8
O=C(COc1cccnc1[N+](=O)[O-])Nc1ccc(Cl)c(S(=O)(=O)N2CCOCC2)c1	1	2	0.3	1	-9	-9	6	-6

The results go on.
SMILES	ERAP1 HTS inh	SIRT5 inh	Xi reactivation	LGR2 inh	Cneo AK release	PGC1a acetyl inh	S100A4 MyoIIA	Statin myotox sup
N#C/C(=C\c1ccccc1Cl)C(=O)Nc1ccccn1	1	-2	0.0	5	-1	-5	-4	4
N#CC1=C(N)N(c2ccccc2)C(=O)C1	nt	nt	nt	-14	-3	-1	nt	106*
CCOC(=O)N1CCC(NC(=O)CN2C(=O)CCSc3ccccc32)CC1	nt	nt	0.0	-7	0	-7	-3	-1
Cc1onc(-c2ccccc2Cl)c1C(=O)N1CCc2ccccc21	1	-2	nt	5	0	-10	-21	-11
CCc1cc(=O)oc2cc(C)cc(OC(C)C(=O)NC3CCN(Cc4ccccc4)CC3)c12 (configuration not stated)	-8	-2	-0.1	0	0	-3	-5	-4
C[C@@H]1CN([C@@H](C)CO)C(=O)c2cc(NC(=O)Cc3cn(C)c4ccccc34)ccc2O[C@@H]1CN(C)Cc1ccc(C(=O)Nc2ccccc2N)cc1	-1	nt	0.0	16	-5	2	4	43
COCC(=O)Nc1ccc2c(c1)OC[C@@H](C)N(CC1CC1)C[C@H](C)[C@H](OC)CN(C)C2=O	nt	5	0.4	-5	2	10	-3	-7
CSc1ccccc1NC(=O)c1cnc2scc(C)n2c1=O	7	11	0.2	-35	-1	-14	-2	-1
O=C1CN(C(=O)COC(=O)CCc2ccccc2O)c2ccccc2N1	1	0	0.0	-14	0	5	1	-4
O=C(CN1C(=O)c2ccccc2C1=O)NC1CCCCC1	2	4	0.1	-5	-1	13	4	nt
O=C(c1ccccn1)N1CC[C@H]2[C@H](CO)Nc3ccc(C#Cc4ccccc4)cc3[C@H]21	1	9	0.2	-3	nt	-4	-3	nt
CCC(C)NC(=O)c1c(N)n(/N=C/c2ccccn2)c2nc3ccccc3nc12 (configuration not stated)	4	1	nt	9	nt	4	3	-6
COc1ccc(N/C=C/C(=O)c2sc(-c3ccccc3)nc2C)cc1	nt	nt	nt	-18	-4	10	nt	0
CN(C(=O)c1cccc(NC(=O)Cc2ccc(NC(=O)C3CCCN(C(=O)CCc4ccccc4)C3)cc2)c1)C1CCCCC1 (configuration not stated)	-6	0	-0.1	8	3	9	3	-18
C[C@H](CO)N1C[C@H](C)[C@H](CN(C)S(=O)(=O)c2cn(C)cn2)Oc2ccc(NC(=O)CCC(F)(F)F)cc2C1=O	0	1	0.3	1	2	-14	1	14
COc1cccc(CN2CCN(c3nc4nonc4nc3NC3CC3)CC2)c1	16	0	0.0	3	nt	9	10	-5
CC1CCc2nc(NC(=O)Nc3ccc4c(c3)OCO4)sc2C1 (configuration not stated)	-5	2	0.1	nt	nt	nt	6	nt
CCCNC(=O)C1(C)CCCN(Cc2c3ccccc3nn2C)C1 (configuration not stated)	-4	-40	0.2	-11	0	nt	-7	6
CO[C@H]1CN(C)C(=O)c2cc(NC(=O)C3CCC3)ccc2OC[C@H](C)N(Cc2ccncc2)C[C@@H]1C	4	-7	-0.4	-3	-2	2	-5	-7
C[C@@H]1CCCCO[C@H](CN(C)CC2CCCCC2)[C@H](C)CN([C@H](C)CO)C(=O)c2cc(NC(=O)Nc3ccc4c(c3)OCO4)ccc2O1	-2	1	0.0	9	0	-22	14	1
CC(C)C[C@@H](CNCC(=O)[C@H](CC(C)C)NC(=O)c1[nH]cnc1C(=O)N[C@@H](C)CN)NC(=O)c1nc[nH]c1C(=O)N[C@@H](Cc1ccccc1)C(=O)O	-6	-4	0.3	4	3	nt	-14	3
Cc1ccc(N(CC(=O)N/N=C/c2ccc(OCC(N)=O)cc2)S(C)(=O)=O)cc1Cl	1	0	0.0	15	nt	4	-1	nt
Cc1nc(NC(=S)NC(=O)c2cccs2)ccc1Br	-1	-6	-0.1	-61	nt	nt	-2	nt
COc1cc(-c2cc(C(=O)O)c3cc4c(cc3n2)OCCO4)cc(OC)c1OC	0	1	nt	-5	2	-8	6	16
CN(C)S(=O)(=O)c1cccc(NC(=O)CNCC2CCCCC2)c1	-1	-5	0.4	5	nt	nt	0	nt
Next records:
SMILES	ERAP1 HTS inh	SIRT5 inh	Xi reactivation	LGR2 inh	Cneo AK release	PGC1a acetyl inh	S100A4 MyoIIA	Statin myotox sup
COc1ccc(-c2ccc3n(c2=O)C[C@@H]2[C@@H](CO)[C@H](C(=O)Nc4ccccc4)[C@H]3N2C)cc1	2	-60	0.0	-3	1	nt	1	0
O=C(C[C@@H]1CC[C@H]2[C@@H](COC[C@H](O)CN2C(=O)Nc2cccc(F)c2)O1)NCc1ccccc1F	-5	1	0.0	3	63	-5	1	1
COc1ccc(NC(=O)N[C@H]2C=C[C@H](CC(=O)NC3CCC3)O[C@H]2CO)cc1	-3	-2	-0.7	23	-1	-9	12	0
COc1ccc(/C=N/NC(=O)CCc2nc3ccccc3[nH]2)cc1	nt	nt	nt	7	0	1	nt	-1
CC(C)NC(=O)Nc1cccc2c1O[C@H](CN(C)C(=O)Nc1cccc3ccccc13)[C@H](C)CN([C@H](C)CO)C2=O	1	-2	0.3	2	2	0	0	-6
CC(=O)c1cccc(NC(=O)NC2CCCCC2)c1	-3	-1	nt	-21	-1	3	-5	1
COc1ccc([C@H]2N[C@]3(CCCN(Cc4ccc(C)cc4)C3=O)[C@H]3C(=O)N(C)C(=O)[C@@H]23)cc1	13	39*	-0.1	-10	-3	-21	7	0
CCCC(=O)Nc1ccc2c(c1)OC[C@@H](C)N(Cc1nccs1)C[C@@H](C)[C@@H](OC)CN(C)C2=O	0	3	0.5	1	0	5	-41	42
COC(=O)c1sccc1NC(=O)Nc1ccc(C)c(C)c1	-3	0	0.0	-109	-2	nt	3	nt
